Source: PubChem BioAssay
hIAP inh – blocks human intestinal alkaline phosphatase. inhibition, % at 10 µM. purified IAP, CDP-Star luminescence, 30 min. 330,000 compounds, 0.12% hits;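 active = inhibition reaching a set limit with compound at 10 µM in the primary screen, cut at about 35% in these data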;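 also: plate controls were DMSO wells with enzyme for no effect and no-enzyme buffer wells for full effect; values of inactives mirror those of a sister screen read the other way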
MIN6 prolif – inducers of beta-cell replication in MIN6 cells | 330,000 compounds, 0.29% hits | proliferation, % at 10 µM | MIN6 cells proliferation, ATPlite luminescence, 48 h; cells starved in 0.2% serum; 100% = growth in 10% serum;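 active = compounds whose signal lies at least 3.5 SD above the mean of all wells on their plate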;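 also: 0% = DMSO-treated cells in low-serum medium and 100% = 10% serum control; some compounds called inactive have numbers as strong as hits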
tim10-1 inh – inhibits growth of tim10-1 mutant yeast | 330,000 compounds, 2.2% hits | AID 463190 | inhibition, % at 20 µM | S. cerevisiae tim10-1 ts strain growth, BacTiter-Glo, 24 h;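 active = inhibition of at least 40%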;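 also: mutant grown at 25 °C; 0% = DMSO wells with yeast and 100% = wells holding no yeast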
mIAP act – mouse IAP activation; muIAP, CDP-Star luminescence, 30 min; stronger effect = higher value; 1 = vehicle-only enzyme signal, 0 = enzyme-free wells; activation factor at 10 µM; 330,000 compounds, 0.24% hits;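 active = activation factor of at least 2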; also: the source names both 10 and 20 µM as test concentration; values of inactives mirror those of a sister screen read the other way
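Assay system: mouse IAP enzyme; Reagent: CDP-Star chemiluminescent phosphatase substrate; Compound: DMSO-dissolved test compounds; Incubation: 30 min, room temperature; Technique: luminescence from enzymatic CDP-Star hydrolysis; Controls: DMSO-only wells and no-enzyme negative control.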
mIAP inh – mouse IAP inhibition. purified mouse IAP, CDP-Star luminescence, 30 min. inhibition, % at 10 µM. 330,000 compounds, 0.2% hits. AID 2806;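 active = inhibition of at least 40% at 10 µM in the primary screen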;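 also: plate controls were DMSO with enzyme for no effect and no enzyme wells for full effect; values of inactives mirror those of a sister screen read the other way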
TIM10 inh – growth inhibitors of TIM10 yeast strain. S. cerevisiae TIM10 strain growth, BacTiter-Glo luminescence, 24 h. inhibition, % at 10 µM. 330,000 compounds, 1.4% hits;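 active = inhibition of 40% or more at the single tested concentration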;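 also: wild-type TIM10 isogenic control strain grown at permissive 25 °C; 0% = DMSO yeast wells and 100% = minimal medium wells without yeast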
NLRP3 yeast inh – inhibitors of NALP3 inflammasome in yeast; Yeast reconstituted NLRP3/ASC/caspase-1, beta-gal luminescence, 24 h; inhibition, % at 10 µM; 330,000 compounds, 0.39% hits;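 active = inhibition of 50% or more; inactive = inhibition below 50%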;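 also: plate controls were induced DMSO wells for no effect and uninduced yeast grown without galactose for full effect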
APOBEC3G inh – inhibitors of human APOBEC3G DNA deaminase; Q9HC16; recombinant A3G, ssDNA deamination FAM/TAMRA fluorescence; inhibition, % at 20 µM; 330,000 compounds, 0.28% hits;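 active = inhibition of at least 40% at 20 µM, with no more than 30% in the related APOBEC3A deaminase screen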;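 also: plate controls were DMSO wells with A3G for no effect and wells lacking A3G enzyme for full effect; some compounds called inactive have numbers as strong as hits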
Target sequence (Q9HC16 whole entry, looked up): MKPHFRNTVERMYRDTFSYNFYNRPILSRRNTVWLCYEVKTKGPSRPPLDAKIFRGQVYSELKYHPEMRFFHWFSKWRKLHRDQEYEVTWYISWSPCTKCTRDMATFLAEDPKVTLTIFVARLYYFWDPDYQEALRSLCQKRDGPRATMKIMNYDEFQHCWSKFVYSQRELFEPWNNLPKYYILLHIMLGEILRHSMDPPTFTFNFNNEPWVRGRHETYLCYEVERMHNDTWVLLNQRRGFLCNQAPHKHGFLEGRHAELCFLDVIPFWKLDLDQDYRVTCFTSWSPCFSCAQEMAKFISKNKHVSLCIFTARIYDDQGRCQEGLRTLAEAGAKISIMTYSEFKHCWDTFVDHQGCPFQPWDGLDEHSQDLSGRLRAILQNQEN
APOBEC3A inh – inhibitors of human APOBEC3A DNA deaminase. recombinant A3A, FAM/TAMRA ssDNA deamination fluorescence. 330,000 compounds, 0.41% hits. P31941. inhibition, % at 20 µM;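 active = at least 40% inhibition at 20 µM here, with at most 30% in a related deaminase screen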;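 also: plate controls were A3A with DMSO for no effect and wells lacking A3A enzyme for full effect; some results filed as inactive read as strong as hits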
Target sequence (P31941 whole entry, looked up): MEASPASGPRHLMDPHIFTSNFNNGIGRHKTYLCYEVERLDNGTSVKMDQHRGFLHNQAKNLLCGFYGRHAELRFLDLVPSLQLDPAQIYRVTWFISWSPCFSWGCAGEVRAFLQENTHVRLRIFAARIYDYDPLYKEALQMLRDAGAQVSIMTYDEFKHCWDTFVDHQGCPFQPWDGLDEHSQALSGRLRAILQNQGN
* = called active by the depositor. Compounds as they come (roughly 4.6% active in at least one column).

Start of the data: the first 14 compounds, ahead of the listing:
SMILES	hIAP inh	MIN6 prolif	tim10-1 inh	mIAP act	mIAP inh	TIM10 inh	NLRP3 yeast inh	APOBEC3G inh	APOBEC3A inh
O=C(Nc1ccc(OC(F)(F)F)cc1)c1ccc2nccnc2c1	1	-1	13	0.85	15	5	21	-7	-2
Oc1c(N=NC(=S)Nc2ccccc2F)c2ccccc2n1Cc1ccc(F)cc1	16	-7	19	0.84	16	31	30	-4	8
O=C(CSc1nc2ccccc2n1CC(=O)NCc1ccccc1)NCc1ccco1	-4	-4	12	1	-4	3	0	-4	-1
CN(Cc1c(F)cccc1Cl)C(=O)CNC(=O)c1cccs1	-4	-1	14	1.1	-12	-2	0	1	3
COc1cccc(-c2c(-c3cc(OC)cc(OC)c3)n(C)c3ccc(Br)cc23)c1	17	-6	14	0.92	8	1	2	-7	-5
CCOc1ccc(NC(=O)CSc2nccn2C)cc1	-11	-2	-7	1.1	-6	-27	10	-6	-2
CC(=O)C1=C(O)C(=O)N(Cc2ccco2)C1c1ccccc1F (stereo not given)	8	1	-7	1.1	-14	-7	0	-5	6
COC(=O)C1=C(C(=O)OC)[C@@H]2N(C)c3ccc(OC)cc3[C@@]23C[C@@H](C(=O)OC)N(C(=O)c2ccc(Br)cc2)C3=N1	-12	-9	22	1.1	-8	22	8	-5	-1
Brc1ccccc1-c1nnc(CSc2nnc3sc4ccccc4n23)o1	7	-2	36	1	0	0	-6	-3	-2
CCCC[C@@H]1C=C(C(=O)O)[C@H](c2ccc(Cl)c(Cl)c2)N1S(=O)(=O)c1ccc(C)cc1	-7	-5	31	0.99	0	19	-15	-8	-3
CN1C(=O)C(C)(C)c2cc(S(=O)(=O)N3CCCC(C(=O)NCc4ccccc4Cl)C3)ccc21 (stereo not given)	6	1	12	0.96	4	8	2	-6	-4
CCC(CC)NC(=O)CN1CCN(S(=O)(=O)c2ccc(Br)s2)CC1	16	-4	13	1	0	11	11	-6	-2
COc1ccccc1-n1c(SCc2cc(=O)oc3cc(O)ccc23)nc2ccccc2c1=O	11	0	24	0.87	13	20	9	5	2
COc1ccc(-n2nc3c(c2NC(C)=O)CS(=O)(=O)C3)cc1	3	4	-3	1	-3	11	5	-6	-2

This part in full (from the top)
SMILES	hIAP inh	MIN6 prolif	tim10-1 inh	mIAP act	mIAP inh	TIM10 inh	NLRP3 yeast inh	APOBEC3G inh	APOBEC3A inh
O=C(Nc1ccc(OC(F)(F)F)cc1)c1ccc2nccnc2c1	1	-1	13	0.85	15	5	21	-7	-2
Oc1c(N=NC(=S)Nc2ccccc2F)c2ccccc2n1Cc1ccc(F)cc1	16	-7	19	0.84	16	31	30	-4	8
O=C(CSc1nc2ccccc2n1CC(=O)NCc1ccccc1)NCc1ccco1	-4	-4	12	1	-4	3	0	-4	-1
CN(Cc1c(F)cccc1Cl)C(=O)CNC(=O)c1cccs1	-4	-1	14	1.1	-12	-2	0	1	3
COc1cccc(-c2c(-c3cc(OC)cc(OC)c3)n(C)c3ccc(Br)cc23)c1	17	-6	14	0.92	8	1	2	-7	-5
CCOc1ccc(NC(=O)CSc2nccn2C)cc1	-11	-2	-7	1.1	-6	-27	10	-6	-2
CC(=O)C1=C(O)C(=O)N(Cc2ccco2)C1c1ccccc1F (stereo not given)	8	1	-7	1.1	-14	-7	0	-5	6
COC(=O)C1=C(C(=O)OC)[C@@H]2N(C)c3ccc(OC)cc3[C@@]23C[C@@H](C(=O)OC)N(C(=O)c2ccc(Br)cc2)C3=N1	-12	-9	22	1.1	-8	22	8	-5	-1
Brc1ccccc1-c1nnc(CSc2nnc3sc4ccccc4n23)o1	7	-2	36	1	0	0	-6	-3	-2
CCCC[C@@H]1C=C(C(=O)O)[C@H](c2ccc(Cl)c(Cl)c2)N1S(=O)(=O)c1ccc(C)cc1	-7	-5	31	0.99	0	19	-15	-8	-3
CN1C(=O)C(C)(C)c2cc(S(=O)(=O)N3CCCC(C(=O)NCc4ccccc4Cl)C3)ccc21 (stereo not given)	6	1	12	0.96	4	8	2	-6	-4
CCC(CC)NC(=O)CN1CCN(S(=O)(=O)c2ccc(Br)s2)CC1	16	-4	13	1	0	11	11	-6	-2
COc1ccccc1-n1c(SCc2cc(=O)oc3cc(O)ccc23)nc2ccccc2c1=O	11	0	24	0.87	13	20	9	5	2
COc1ccc(-n2nc3c(c2NC(C)=O)CS(=O)(=O)C3)cc1	3	4	-3	1	-3	11	5	-6	-2
CCOC(=O)N1CCN(C(=O)CCNS(=O)(=O)c2ccccc2)CC1	-14	-4	-6	0.95	5	10	6	0	3
O=c1[nH]c(=O)n(-c2ccccc2)c2c1C(C(F)(F)F)(C(F)(F)F)N=C(C1CCCCC1)N2	-1	0	-5	1.1	-12	13	15	-2	1
COc1ccc(NCC(O)Cn2c(C)c(C)c3ccccc32)cc1 (stereo not given)	3	-2	37	1.1	-8	6	18	2	-6
CC1CC(C)(C)NC(=S)N1CCCC(=O)Nc1ccc(F)cc1 (stereo not given)	-4	1	-4	1.1	-9	-6	1	1	-5
Cc1ccc(C(=O)CSc2nc(N)cc(=O)[nH]2)cc1C	3	-1	15	0.95	5	-4	18	2	4
Cc1cccc(OCCC(=O)OCc2csc(CC(=O)Nc3ccccc3C)n2)c1	13	4	12	1	-1	15	16	-4	-3
Cc1ccc(NC(=S)N2CCC(c3ccccc3)C2)c(Cl)c1 (stereo not given)	-11	-3	9	1.1	-6	12	17	-6	-3
CC1(C)Cc2ccccc2C(=O)N1	-8	2	-3	0.99	1	-8	1	-4	-14
Cc1nn(C)c(C(=O)NNC(=S)NCc2ccco2)c1Cl	-12	0	16	0.86	14	6	19	-11	0
COc1ccc(-c2c(C#N)c(N)nc(Sc3ccc(Cl)cc3)c2C#N)cc1	-64	-4	-2	1	-1	-20	-5	-3	-1
CN(CCCC1CCCC1)C(=O)CC1C(=O)NCCN1Cc1cccc(F)c1F (stereo not given)	20	-2	8	0.96	4	9	0	-7	0
The list continues:
SMILES	hIAP inh	MIN6 prolif	tim10-1 inh	mIAP act	mIAP inh	TIM10 inh	NLRP3 yeast inh	APOBEC3G inh	APOBEC3A inh
Cc1ccsc1CN(C)C(=O)CN1C(=O)NC(c2ccccc2)(c2ccccc2)C1=O	-16	-4	11	1.1	-5	5	6	-5	1
O=S(=O)(Nc1ccc(Br)cc1)c1cccc2nonc12	30	0	38	1.1	-13	-4	15	3	2
CCOC(=O)Nc1ccc2c(c1)N(C(=O)CN1CCN(C)CC1)c1ccccc1CC2	4	2	12	1.1	-8	-3	11	-2	-1
CN(CCCCCC(=O)/C=N/O)Cc1ccccc1	5	2	-11	1.1	-7	1	7	-8	4
O=C(Cc1n[nH]c(=O)c2ccccc12)N1CCN(S(=O)(=O)c2ccc(F)c(Cl)c2)CC1	-10	1	9	0.9	10	-4	10	-7	-5
CN(C)S(=O)(=O)c1ccc(SCC(=O)N2CC(=O)Nc3ccccc32)nc1	0	4	-16	1	0	2	-11	-11	-2
COc1ccc(/C=C2\SC(c3ccc(C)cc3)=NC2=O)cc1OC	9	-5	18	0.87	13	4	20	10	-5
Cc1ccc(N2C(=O)[C@@H]3C(C(=O)C(c4ccccc4)c4ccccc4)=NN[C@@H]3C2=O)cc1	14	-1	27	0.95	5	29	2	-2	12
CC(c1nccs1)N(C)c1nc2nonc2nc1N(C)C (stereo not given)	1	-3	11	1.1	-5	5	2	-4	-3
Clc1cccc2c1Sc1ccccc1CC2N1CCNCC1 (stereo not given)	5	0	32	1	-1	33	13	-1	3
Cc1nnnn1/C(=C\c1ccccc1)C(=O)OCC(=O)Nc1ccc(Cl)cc1F	5	-6	44*	0.95	4	96*	36	-6	-2
Cc1ccc2[nH]c(=O)c(CN(CCO)C(=O)N(C)C)cc2c1	1	-2	10	0.92	8	-1	22	2	8
C=CCNC(=S)NNC(=O)Cn1c(-c2ccccc2)cc(=O)n2ncnc12	3	1	4	0.65	35	0	-6	0	-2
COc1cccc(C(=O)c2cc3cc(Cl)ccc3[nH]2)c1	10	0	33	0.97	3	10	30	4	2
O=C(CN1CCN(Cc2ccc(Cl)cc2)CC1)N/N=C/c1c[nH]c2ccccc12	4	0	-7	0.85	15	-22	8	-10	-4
COc1ccc2ncc(S(=O)(=O)c3ccccc3)c(N3CCC4(CC3)OCCO4)c2c1	12	7	-31	1	0	-31	9	-10	1
CC1CC(CC(C)C(=O)NC(=S)Nc2ccc(S(N)(=O)=O)cc2)C(=O)O1 (stereo not given)	2	-4	1	1.1	-6	-14	17	-1	-1
CC(NC(=O)Cn1nc(C(=O)O)c2ccccc2c1=O)c1ccccc1 (stereo not given)	-21	-2	-12	1.1	-9	-9	-7	-6	1
O=S(=O)(c1ccccc1Cl)N1CCCC1c1nc(-c2ccccc2Cl)no1 (stereo not given)	-4	-2	-13	0.89	11	-10	21	1	3
Cc1c(Cl)c([N+](=O)[O-])nn1CC(=O)NCC1CCCO1 (stereo not given)	-13	-1	-2	1.1	-14	-25	9	-9	-4
COCCSc1nnc(NC(=O)COC)s1	5	0	10	1	0	-10	-19	-1	0
c1ccc(CSc2nnc(-c3ccco3)n2Cc2ccco2)cc1	2	-1	34	0.96	4	8	-82	-5	-2
Nc1c2c(nc3ccc(Br)cc13)N(c1ccccc1)CC2	-14	1	29	0.97	3	18	4	0	-6
COc1ccccc1-n1cnnc1SCC(=O)Nc1cc(C(C)(C)C)nn1-c1ccccc1	7	-1	20	0.89	11	10	1	-2	2
C=C(C)CSCc1nc2ccccc2[nH]1	9	-4	0	0.98	2	-4	31	-6	-4
(listing goes on)
SMILES	hIAP inh	MIN6 prolif	tim10-1 inh	mIAP act	mIAP inh	TIM10 inh	NLRP3 yeast inh	APOBEC3G inh	APOBEC3A inh
CCCCCN(C(=O)CCC(=O)OCc1cccc(C(F)(F)F)c1)c1c(N)n(CCCC)c(=O)[nH]c1=O	-49	-2	22	1	-5	5	5	-4	2
CSCCC(NC(=O)c1cc(S(=O)(=O)N2CCOCC2)ccc1F)c1nc2ccccc2[nH]1 (stereo not given)	-13	-5	13	1	-3	-9	17	-13	-2
O=C(Nc1nccs1)c1cccc(NC(=O)c2ccco2)c1	-4	-1	-35	0.99	1	24	8	1	3
C/C(=N\OCc1ccccc1)c1c(O)cc(C(C)C)n(-c2ccccc2)c1=O	-5	-2	22	1.1	-6	14	15	4	3
COCCNC(=S)NN=C1CCCCC1	1	-1	5	0.97	3	-3	-6	-2	2
CCSc1nnc(NC(=O)CSc2nnc(-c3c[nH]c4ccccc34)n2C)s1	-2	-5	6	1	0	-6	-1	0	1
O=C(CN1C(=O)NC2(CCCCC2)C1=O)Nc1ccc(Cl)c(S(=O)(=O)N2CCOCC2)c1	-8	-4	-13	0.84	16	7	12	-3	2
O=C1Nc2ccc(S(=O)(=O)N3CCCC3)c3cccc1c23	3	-3	13	0.95	5	9	11	-5	1
Cc1cc(C(=O)NNC(=O)c2cccc(C(F)(F)F)c2)no1	0	-3	-25	0.94	6	-16	6	-6	-2
Cc1c2c(nc3nnnn13)CCCC2	10	-2	9	1	-4	1	-5	2	2
Cc1occc1-c1nnc(SCC(=O)NC2CC2)n1C(C)C	-36	1	-15	0.94	6	-3	12	-3	2
C#CCOCCOCCOCCNc1nc(N2CCN(C(=O)CCCCCCCCCCNC(=O)Cn3cc(CCCCCN)nn3)CC2)nc(N2CCN(C(=O)CCCCCCCCCCNC(=O)[C@H](CO)n3cc(CCCSC)nn3)CC2)n1	7	-9	29	2.5*	-145	6	35	5	1
